Screening results from PubChem.
ARFGAP1 inh = inhibitors of rat ARFGAP1. inhibition, % at 16.5 µM. Q62848. Arfgap1-stimulated ARF1 GTP hydrolysis, GDP FP detection. actives 0.26% (n = 360,000);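 active means inhibition above a per-plate limit, mean inhibition of low control wells plus 3 SD, cut at about 25% in these data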;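 further: 0% = DMSO wells with enzyme and 100% = wells lacking Arfgap1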
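Material: rat Arfgap1 GAP domain (His6, aa 1-136), purified enzyme. Also added: human ARF1(Δ1-17)-GTP substrate. Compound dosing: 16.5 µM single point, 1.26% DMSO. Timing: enzyme reaction 120 min at 25 °C after 20 min preincubation. Signal: GDP detection by fluorescence polarization. Read-out basis: percent inhibition of GAP-stimulated GDP formation, scaled between DMSO and no-Arfgap1 medians.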
MBD2 inh = inhibitors of human MBD2 binding to methylated oligonucleotide; TR-FRET; inhibition, % at 4.4 µM; actives 0.31% (n = 370,000); AID 686964; in the data active means inhibition above about 13%
PLC-gamma1 inh = blocks human PLC-gamma1 enzyme activity; inhibition, % at 12.2 µM; purified PLC-gamma1, fluorogenic substrate, fluorescence; actives 0.84% (n = 370,000); P19174; in the data active means inhibition above about 9.5%
proKLK7 act = activates the human kallikrein-7 zymogen; P49862; purified proKLK7, EDANS-DABCYL substrate fluorescence; 100% is mature enzyme control, 0% vehicle; activation, % at 7 µM; actives 0.9% (n = 370,000); AID 652039;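 active means activation above the mean of all tested compounds plus 3 SD, computed per campaign excluding outliers beyond control limits, cut at about 13% in these data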
UHRF1 binding = human UHRF1 methylated DNA binding inhibitors. UHRF1 binding to methylated oligo, TR-FRET. inhibition, % at 4.4 µM. actives 0.75% (n = 370,000). AID 687016; in the data active means inhibition above about 21%;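 further: UHRF1 SRA domain binding a hemimethylated CpG hairpin DNA probe; 0% = median of test compound wells and 100% = reference inhibitor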
Tn7 DDE FP = inhibitors of Tn7 peptide binding to human fibrin DD(E) | actives 0.13% (n = 370,000) | P02675 | FP displacement of FITC-Tn7 peptide from fibrin DD(E); 0% = median of compound wells per plate | inhibition, % at 8.3 µM;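 active means inhibition above the mean of compounds falling within the control limits plus 3 SD of them, cut at about 14% in these data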;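 further: 0% = plate median of compound wells and 100% = 10 µM Aha-Tn7 peptide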
Target sequence (P02675 whole entry, looked up): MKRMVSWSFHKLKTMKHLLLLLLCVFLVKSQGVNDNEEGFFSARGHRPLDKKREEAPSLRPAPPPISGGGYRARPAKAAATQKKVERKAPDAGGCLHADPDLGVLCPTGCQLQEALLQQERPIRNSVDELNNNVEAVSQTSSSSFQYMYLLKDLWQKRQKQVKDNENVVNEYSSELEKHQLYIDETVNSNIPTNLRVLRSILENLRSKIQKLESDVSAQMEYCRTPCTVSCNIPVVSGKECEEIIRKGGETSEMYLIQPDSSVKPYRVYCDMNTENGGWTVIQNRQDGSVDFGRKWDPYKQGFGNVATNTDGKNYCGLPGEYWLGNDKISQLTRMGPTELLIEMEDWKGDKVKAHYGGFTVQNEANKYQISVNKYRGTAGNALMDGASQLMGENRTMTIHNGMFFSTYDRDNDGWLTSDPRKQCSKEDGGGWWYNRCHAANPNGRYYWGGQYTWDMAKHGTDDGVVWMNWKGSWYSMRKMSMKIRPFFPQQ
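Test system – human fibrin DD(E) · Times – 10 min preincubation, 3 h with tracer, room temperature · Detection – fluorescence polarization of the labelled Tn7 tracer · Measure – percent inhibition normalized to high-control wells · Benchmarks – high control wells with 10 µM unlabelled Aha-Tn7 peptide (full inhibition) · Repeats – singlicate testing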
PLC-beta3 inh = PLC-beta3 (human) inhibition, primary screen | Purified PLC-beta3, fluorogenic substrate, fluorescence | inhibition, % at 12.2 µM | actives 0.18% (n = 370,000) | AID 720704; in the data active means inhibition above about 11%;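 further: 0% = median of compound wells on plate and 100% = full blocker control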
ASAP1 inh = blocks human ASAP1-stimulated Arf1 GTP hydrolysis. AID 624377. inhibition, % at 16.5 µM. GDP FP detection. actives 0.19% (n = 360,000); in the data active means inhibition above about 25%;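 further: 0% = vehicle with enzyme and substrate and 100% = no enzyme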
DDE Tn6 FP inh = DD(E)-Tn6 binding inhibition, primary FP screen; inhibition, % at 8.3 µM; actives 0.21% (n = 370,000); Fibrin DD(E) TRITC-Tn6 fluorescence polarization displacement; P02675;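 active means inhibition above a per-campaign cutoff: mean of compounds within control limits plus 3 SD, cut at about 15% in these data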;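 further: 0% = median of all compound wells on the plate and 100% = blocking peptide control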
ADAM17 inh = inhibits human ADAM17 | P78536 | recombinant ADAM17, EDANS/DABCYL FRET peptide cleavage | inhibition, % at 6.95 µM | actives 0.83% (n = 370,000);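 active means inhibition above the mean of compounds lying between control limits plus 3 SD, set per campaign, cut at about 8.5% in these data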;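 further: 0% = DMSO-only wells as the low control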
Target sequence (P78536 215-824 limits assumed): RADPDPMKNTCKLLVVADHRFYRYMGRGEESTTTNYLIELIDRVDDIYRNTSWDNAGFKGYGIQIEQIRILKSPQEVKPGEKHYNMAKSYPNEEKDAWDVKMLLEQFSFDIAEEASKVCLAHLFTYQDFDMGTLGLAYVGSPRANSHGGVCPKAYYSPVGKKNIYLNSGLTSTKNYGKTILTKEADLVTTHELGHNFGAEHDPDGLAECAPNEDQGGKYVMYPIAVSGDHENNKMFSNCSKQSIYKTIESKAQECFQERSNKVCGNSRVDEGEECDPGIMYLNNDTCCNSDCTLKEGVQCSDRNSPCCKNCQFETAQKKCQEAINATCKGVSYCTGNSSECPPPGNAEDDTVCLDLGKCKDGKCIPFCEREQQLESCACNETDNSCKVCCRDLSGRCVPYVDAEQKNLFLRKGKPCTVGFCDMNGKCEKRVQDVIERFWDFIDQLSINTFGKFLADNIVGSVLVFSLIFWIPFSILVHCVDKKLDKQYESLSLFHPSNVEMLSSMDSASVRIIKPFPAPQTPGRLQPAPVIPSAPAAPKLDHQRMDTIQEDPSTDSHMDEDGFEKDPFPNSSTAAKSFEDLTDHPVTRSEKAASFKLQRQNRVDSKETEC
* = called active by the depositor; i = inactive; · = not tested or not shown.

item	SMILES	ARFGAP1 inh	MBD2 inh	PLC-gamma1 inh	proKLK7 act	UHRF1 binding
1	c1cc2cc(-c3c(-c4ccc5c(c4)OCO5)noc3-c3ccsc3)ccc2[nH]1	29*	2	-7	-0.5	-2
2	COc1ccccc1N1CCN(S(=O)(=O)CCNC(=O)C23CC4CC(CC(C4)C2)C3)CC1	12	-1	-1	0.5	1
3	C=CCn1c(COc2ccc(Cl)cc2)nnc1SCC(=O)N/N=C/c1ccccc1	9	-4	1	0.2	3
4	CC1=CC=CN2C1=NC(=O)CC2(C)C(=O)N(CC(=O)NC1CCCC1)c1ccccc1C (stereo not given)	7	1	-257	-6.8	6
5	O=C(COc1cccnc1[N+](=O)[O-])Nc1cc(Cl)ccc1Cl	0	3	-4	0.2	1
6	CCN(c1ccccc1)S(=O)(=O)c1cccc(C(=O)OCC(=O)Nc2ccc(NC(C)=O)cc2)c1	7	-4	1	-0.1	-3
7	O=C(Nc1ccccc1)c1ccc(NC2CCCCC2)c(S(=O)(=O)N2CCOCC2)c1	6	-2	1	-0.4	-2
8	COc1ccc(N2C(=O)CC(NCc3cccc(F)c3)C2=O)cc1 (stereo not given)	2	0	1	-0.1	2
9	CCSc1nnc(NC(=O)CN2C(=O)N(C)C3(CCCCC3)C2=O)s1	1	0	-2	-1.0	1
10	Cc1ccc(C(c2sc3nc(C)nn3c2O)N2CCN(c3ccccc3)CC2)cc1 (stereo not given)	-1	-1	1	-0.1	1
11	COC(=O)c1ccc(Cn2ccc3ccc(-c4ccc5ccn(C(=O)c6ccccc6OC)c5c4)cc32)cc1	·	-1	-72	-3.3	-1
12	COc1ccc(C(=O)NCC(=O)n2nc(C)cc2C)cc1OC	15	3	-2	-0.1	0
13	CCCS(=O)(=O)NCc1cn2cccc(C)c2n1	-3	-2	0	-0.1	0
14	Cc1ccc(NC(=O)CN(C)C2CCCCC2)cc1Cl	9	-3	5	0.6	2
15	N#Cc1ccc(-c2cccnc2)nc1SCc1ccc(Cl)c(Cl)c1	5	0	0	-0.4	1

item	Tn7 DDE FP	PLC-beta3 inh	ASAP1 inh	DDE Tn6 FP inh	ADAM17 inh
1	0	-14	14	2	8
2	0	-13	6	4	-1
3	-4	-2	-5	-6	2
4	-3	-363	8	3	i
5	-1	1	-4	4	-4
6	4	-2	7	-2	-1
7	-3	-1	14	-9	5
8	2	2	2	11	1
9	0	-4	-8	8	-1
10	2	-1	6	1	-5
11	4	-99	·	9	-9
12	0	0	-7	-6	-3
13	-9	0	-3	-4	0
14	-2	-2	8	-1	3
15	6	-5	14	15	-5

Sorted by molecular weight (high to low): some entries from above.
item	SMILES	ARFGAP1 inh	MBD2 inh	PLC-gamma1 inh	proKLK7 act	UHRF1 binding
6	CCN(c1ccccc1)S(=O)(=O)c1cccc(C(=O)OCC(=O)Nc2ccc(NC(C)=O)cc2)c1	7	-4	1	-0.1	-3
7	O=C(Nc1ccccc1)c1ccc(NC2CCCCC2)c(S(=O)(=O)N2CCOCC2)c1	6	-2	1	-0.4	-2
3	C=CCn1c(COc2ccc(Cl)cc2)nnc1SCC(=O)N/N=C/c1ccccc1	9	-4	1	0.2	3
10	Cc1ccc(C(c2sc3nc(C)nn3c2O)N2CCN(c3ccccc3)CC2)cc1 (stereo not given)	-1	-1	1	-0.1	1
1	c1cc2cc(-c3c(-c4ccc5c(c4)OCO5)noc3-c3ccsc3)ccc2[nH]1	29*	2	-7	-0.5	-2
9	CCSc1nnc(NC(=O)CN2C(=O)N(C)C3(CCCCC3)C2=O)s1	1	0	-2	-1.0	1
5	O=C(COc1cccnc1[N+](=O)[O-])Nc1cc(Cl)ccc1Cl	0	3	-4	0.2	1
8	COc1ccc(N2C(=O)CC(NCc3cccc(F)c3)C2=O)cc1 (stereo not given)	2	0	1	-0.1	2
14	Cc1ccc(NC(=O)CN(C)C2CCCCC2)cc1Cl	9	-3	5	0.6	2
13	CCCS(=O)(=O)NCc1cn2cccc(C)c2n1	-3	-2	0	-0.1	0

item	Tn7 DDE FP	PLC-beta3 inh	ASAP1 inh	DDE Tn6 FP inh	ADAM17 inh
6	4	-2	7	-2	-1
7	-3	-1	14	-9	5
3	-4	-2	-5	-6	2
10	2	-1	6	1	-5
1	0	-14	14	2	8
9	0	-4	-8	8	-1
5	-1	1	-4	4	-4
8	2	2	2	11	1
14	-2	-2	8	-1	3
13	-9	0	-3	-4	0

Following part:
item	SMILES	ARFGAP1 inh	MBD2 inh	PLC-gamma1 inh	proKLK7 act	UHRF1 binding
16	CNC(=O)CSCc1c(F)cccc1Cl	-2	-1	-1	0.2	-1
17	CC(C)C[C@H](NC(=O)OC(C)(C)C)c1nnc(SCC(=O)Nc2ccc(Br)cc2)o1	12	-1	0	0.1	1
18	CC(C)Cc1cc(C(=O)N2CCCC(CO)(Cc3ccc(F)cc3F)C2)n[nH]1 (stereo not given)	10	0	1	0.0	0
19	CCOC(=O)c1c(C)nn(-c2ncccc2NC(=O)NC(C)C)c1C	0	4	-1	-0.4	0
20	CN(C)C(=O)C(OC(=O)c1ccc2ccccc2n1)c1ccccc1 (stereo not given)	4	-3	-5	-0.6	0
21	O=C(N[C@H](CO)c1ccccc1)[C@H]1O[C@@H](n2ccc(=O)[nH]c2=O)[C@H](O)[C@@H]1O	-2	-2	0	0.0	-2
22	O=C(NC1CC1)c1cc(=S)[nH]c2ccccc12	-9	1	-12	0.1	-1
23	CC(C)C(N)c1csc(Nc2ccc(C(=O)N(C)Cc3ccccc3)cn2)n1 (stereo not given)	4	0	-32	0.1	-1
24	COc1ccc(OC)c2c(C)cc(N3CCN(C(=O)c4ccc(F)cc4)CC3)nc12	-5	-6	-170	-1.3	-3
25	COc1ccccc1CNC(=O)c1ccc(OC(F)F)c(OC)c1	-3	-11	2	0.1	1
26	Cc1ccc(NCC(=O)N/N=C/c2c[nH]c3ccccc23)cc1	1	-7	-1	0.4	0
27	COc1ccccc1CNC(=S)NC1CCCCC1	0	5	2	-0.4	6
28	O=C(NCc1cccnc1)c1ccc2c(c1)C(=O)N(Cc1ccccc1)C2=O	8	-3	-1	0.0	-1
29	CCC(=O)N1CCN=C1SCc1cccc(F)c1	3	-2	-1	0.2	-1
30	O=C(Nc1cc([N+](=O)[O-])ccc1F)c1ccc2ccccc2c1	-4	-2	4	0.2	0

item	Tn7 DDE FP	PLC-beta3 inh	ASAP1 inh	DDE Tn6 FP inh	ADAM17 inh
16	2	0	0	9	-3
17	-1	3	3	0	0
18	3	-2	-4	2	2
19	6	-8	-5	5	-5
20	8	-6	-12	3	-5
21	-4	1	-10	5	-3
22	9	-19	5	3	-14
23	4	-38	7	0	-1
24	12	-176	-6	6	-40
25	-1	8	6	-3	5
26	6	-1	-3	-4	-1
27	2	-6	-13	2	-5
28	1	-6	6	-1	-5
29	1	-3	-5	8	-2
30	-3	-1	-11	4	-2

(next part)
item	SMILES	ARFGAP1 inh	MBD2 inh	PLC-gamma1 inh	proKLK7 act	UHRF1 binding
31	CC(=O)Nc1ccc(C(=O)OCc2ccccc2Cl)cc1	-3	4	2	0.3	2
32	CCOc1ccc(NC(=O)C2CCCN(C(=O)Nc3ccccc3)C2)cc1 (stereo not given)	5	-2	5	0.2	2
33	CCCCOCC1CN(c2ccccc2)C(=O)CS1 (stereo not given)	-3	3	1	0.0	0
34	CN1CCN(/C=C(\C#N)S(=O)(=O)c2ccc(Cl)cc2)CC1	-7	2	-5	0.7	-1
35	S=C(Nc1ccccc1Cl)N(Cc1ccccc1)Cc1ccccn1	-10	0	-2	0.1	0
36	COc1ccccc1NC(=O)Nc1nc(CC(=O)N2CCN(c3ccccc3)CC2)cs1	5	-1	-1	-0.2	0
37	CC(C)C(OC(=O)Cn1nnc2ccccc21)C(=O)NC1CCCC1 (stereo not given)	-1	8	-2	-0.8	6
38	Cc1ccc(C(=O)N/C(=C\c2ccc(C)o2)C(=O)O)cc1	9	-5	-10	0.7	0
39	O=C1CC(NNC(=O)c2ccccc2)C(=O)N1 (stereo not given)	9	-2	-1	0.8	3
40	COc1ccccc1N1C(=NC(=O)C2CCCCC2)SC2CS(=O)(=O)CC21 (stereo not given)	5	-1	4	-0.7	3
41	CN(CCOc1ccccc1)C(=O)c1cc(S(=O)(=O)N2CCCCC2)ccc1Cl	-3	2	1	0.0	3
42	COc1ccc(CCNc2cc(C)nc3c(-c4ccccc4OC)cnn23)cc1OC	1	1	-124	-5.3	1
43	COc1cccc(C(=O)Nc2ccc(-c3nc4ccccc4o3)c(O)c2)c1	17	-1	i	-56	-2
44	COc1ccc(Cl)cc1N(CC(=O)NC(C)(C)C)S(=O)(=O)c1ccc(C)c([N+](=O)[O-])c1	-3	-1	-3	0.1	-1
45	CCOC(=O)c1c(C)c(C(=O)Nc2ccccc2)c(C)n1CC	-14	-2	2	0.8	-1

item	Tn7 DDE FP	PLC-beta3 inh	ASAP1 inh	DDE Tn6 FP inh	ADAM17 inh
31	0	-5	14	0	1
32	-5	3	-2	3	1
33	0	-2	-6	5	-2
34	-3	-6	-1	2	-1
35	1	-8	-3	8	0
36	-2	0	5	-2	4
37	-2	-6	-10	-7	-3
38	-4	-21	15	-1	-4
39	4	-3	-3	2	-1
40	-3	-2	8	-3	7
41	5	0	-8	2	-1
42	4	-174	-2	1	-30
43	0	i	10	-10	-132
44	5	3	-2	1	1
45	3	0	-5	3	-3

(continued)
item	SMILES	ARFGAP1 inh	MBD2 inh	PLC-gamma1 inh	proKLK7 act	UHRF1 binding
46	Cc1ccc(Cn2ccc(-c3cnc(-c4ccccc4)s3)n2)cc1	13	-2	-45	-9.4	-1
47	Cc1cccc(C)c1Nc1ncnc(N)c1[N+](=O)[O-]	-17	-3	1	-0.2	-2
48	COc1ccc(/C=N/NC(=O)c2ccc(COc3cccc4cccnc34)cc2)cc1O	9	-3	-17	-0.7	-5
49	Cc1ccccc1C(=O)N1CCC(C(=O)Nc2ccc3c(c2)OCCO3)CC1	1	-2	2	0.1	-1
50	O=C(CCSc1ccc(Cl)cc1)N1CCN(c2ncccn2)CC1	10	0	2	0.4	3
51	O=C(O)CCCCCN=Cc1c(O)c2ccccc2oc1=O	-1	-3	2	-0.1	23*
52	Cc1cc(NC(=O)CCC2COc3ccccc3O2)no1 (stereo not given)	-1	1	-1	0.4	3
53	Cc1ccc(CSc2nc3ccccc3cc2C=O)cc1	-13	1	5	0.1	4
54	O=[N+]([O-])c1c(NCc2ccco2)ccc2nonc12	-5	-5	2	0.9	-8
55	COc1ccc(C(c2nnnn2CC2CCCO2)N2CCN(c3ccc(F)cc3)CC2)cc1 (stereo not given)	-8	-2	-1	0.0	0

item	Tn7 DDE FP	PLC-beta3 inh	ASAP1 inh	DDE Tn6 FP inh	ADAM17 inh
46	-3	-50	6	5	-53
47	-3	5	5	-4	2
48	-14	-28	1	-21	-3
49	-4	2	-3	0	5
50	-6	-3	12	-10	-1
51	-9	1	2	-4	-2
52	2	-2	-12	2	-2
53	-8	3	8	6	1
54	-5	-6	-7	0	0
55	8	1	10	6	-3
